Assay outcomes (PubChem BioAssay)
H9c2 protect = protects H9c2 cardiomyocytes from peroxide injury | H2O2 injury protection, ATPLite, 2 h | protection from H2O2 cell death, % at 20 µM | 360,000 tested, 0.63% active | AID 588492;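 active = compounds giving at least 50% protection of heart cells from peroxide-induced death in the single-dose screen, raw or plate-pattern-corrected value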;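 note: 0% = DMSO wells with peroxide and 100% = DMSO wells without peroxide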
PDI turbidity = blocks human protein disulfide isomerase activity | P07237 | PDI insulin aggregation turbidity, A650, 90 min | inhibition, % at 10 µM | 350,000 tested, 0.052% active | AID 588391;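 active = mean inhibition across replicates of 30% or more, whatever share of single replicates reach that level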;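 note: absorbance from insulin aggregation driven by PDI reduction with DTT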
MC4R antagonist = antagonists of human melanocortin 4 receptor (MC4R); P32245; inhibition, % at 6.5 µM; 360,000 tested, 0.48% active; AID 540295; MC4R-expressing cells, MTII-stimulated cAMP, LANCE TR-FRET;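 active = inhibition above its plate's cutoff, the mean of tested wells on that plate plus 3 SD, cut at about 29% in these data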;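 note: 0% = Melanotan II alone and 100% = Melanotan II plus saturating MCL0020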
Target sequence (P32245 whole entry, looked up): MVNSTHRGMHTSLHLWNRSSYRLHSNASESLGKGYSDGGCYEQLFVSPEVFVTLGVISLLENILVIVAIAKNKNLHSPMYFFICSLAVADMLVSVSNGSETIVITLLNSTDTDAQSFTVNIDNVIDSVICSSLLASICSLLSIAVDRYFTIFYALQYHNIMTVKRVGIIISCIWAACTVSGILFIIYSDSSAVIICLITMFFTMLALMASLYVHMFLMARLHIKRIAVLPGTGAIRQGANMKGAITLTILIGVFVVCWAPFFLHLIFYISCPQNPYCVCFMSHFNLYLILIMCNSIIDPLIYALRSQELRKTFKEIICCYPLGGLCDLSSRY
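Material – human MC4R-expressing U2OS cells · Repeats – no replicates · Detection – TR-FRET with Eu-cAMP and labeled anti-cAMP, 671 nm · Times – compound 30 min, challenge 1 h, detection 1 h · Compound – single nominal compound dose of 6.5 µM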
m5-HT2A agonist = agonists of mouse serotonin 5-HT2A receptor (HTR2A); AID 624169; CHO-K1 mHTR2A beta-arrestin complementation, luminescence; percent of 30 µM serotonin response; 360,000 tested, 0.66% active; P35363; activation, % at 7.6 µM;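 active = activation above a run cutoff, the mean activation of all tested compounds plus 3 SD, cut at about 14% in these data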;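 note: 0% = plate median of compound wells and 100% = 30 µM serotonin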
Target sequence (P35363 whole entry, looked up): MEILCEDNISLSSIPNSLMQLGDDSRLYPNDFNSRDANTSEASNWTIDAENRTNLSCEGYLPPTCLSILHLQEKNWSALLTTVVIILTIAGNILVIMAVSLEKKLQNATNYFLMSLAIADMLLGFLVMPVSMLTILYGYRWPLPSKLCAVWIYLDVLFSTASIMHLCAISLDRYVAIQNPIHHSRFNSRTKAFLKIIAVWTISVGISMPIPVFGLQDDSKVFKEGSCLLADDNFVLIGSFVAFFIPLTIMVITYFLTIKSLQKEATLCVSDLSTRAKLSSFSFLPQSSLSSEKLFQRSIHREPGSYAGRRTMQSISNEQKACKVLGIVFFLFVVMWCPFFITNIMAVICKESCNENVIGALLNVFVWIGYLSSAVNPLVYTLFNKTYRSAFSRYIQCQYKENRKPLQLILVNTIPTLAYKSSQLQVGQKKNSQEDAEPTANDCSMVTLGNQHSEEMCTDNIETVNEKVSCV
N-glyco inh = N-linked glycosylation inhibition; 360,000 tested, 0.23% active; reporter increase, % at 12.5 µM; D54 ERlucT glycosylation luciferase reporter, 24 h; percent of 100 nM tunicamycin response;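 active = mean luciferase reporter signal, scaled so untreated is 0 and the glycosylation-blocking control 100, at or above a set limit in every replicate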;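 note: luciferase carries N-glycosylation sites so blocking glycosylation raises the light; 0% = median of neutral control wells and 100% = median of 100 nM tunicamycin wells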
MC4R ag barr = activates human MC4R beta-arrestin recruitment | 360,000 tested, 0.98% active | AID 540308 | U2OS MC4R beta-arrestin complementation, luminescence; percent of melanotan II response, DMSO zero | activation, % at 8.9 µM;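 active = activation above a per-plate cutoff, the mean activation of sample wells on that plate plus 3 SD, cut at about 8% in these data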
Granule exo inh = blocks lytic granule exocytosis; TALL-104 LAMP-1 surface exposure, flow cytometry; cells stimulated with thapsigargin and PMA; inhibition, % at 10 µM; 360,000 tested, 0.66% active; AID 651702;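 active = inhibition above about 55%, limit read from the data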
ABHD5-PLIN5 inh = ABHD5-PLIN5 protein interaction inhibition | AID 602281 | Split G. princeps luciferase complementation, luminescence, 4 h | inhibition, % at 4 µM | 360,000 tested, 0.78% active | Q00G26+Q8WTS1;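 active = inhibition above the mean inhibition across every tested compound plus 3 SD, cut at about 22% in these data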;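 note: 0% = DMSO only wells and the 100% control is not disclosed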
ABCB6 inh MLPCN = inhibitors of human ABC transporter ABCB6; fluorescence ratio to DMSO, % at 10 µM; AID 602162; 360,000 tested, 0.19% active; Q9NP58; K562-ABCB6 porphyrin accumulation, flow cytometry, 1 h; active compounds read low;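 active = fluorescence ratio to DMSO below 75%, the collection mean minus 3 SD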;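 note: signal is porphyrin accumulated inside mitochondria; 100% equals median channel fluorescence of DMSO control wells; lower ratio means ABCB6 inhibition with less porphyrin fluorescence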
CaV13 FRET inh = Disruptors of the CACNA1D IQ motif to Ca2+-dependent inactivation inhibitor domain association, primary screening, Förster resonance energy transfer in intact living …; HEK cells, CFP/YFP FRET ICDI-IQ, plate reader, 10 min; percent FRET-ratio fall versus neutral wells; inhibition, % at 12.3 µM; 340,000 tested, 0.098% active;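 active = mean replicate inhibition of at least 30% and at least 1% of replicates passing that level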;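 note: 0% = median of the neutral control wells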
* marks the source's active call; other numbers are inactive results; . = no result given. Hits appear at their usual frequency. Share with any hit: about 4.2%.

SMILES	H9c2 protect	PDI turbidity	MC4R antagonist	m5-HT2A agonist	N-glyco inh	MC4R ag barr	Granule exo inh	ABHD5-PLIN5 inh	ABCB6 inh MLPCN	CaV13 FRET inh
COc1ccc2nc(SCC(=O)O)nc(C)c2c1	2.0	-0.4	0.4	1.6	0.9	-0.9	-2.0	1.7	99.0	-4.7
O=C(NCc1ccc2c(c1)OCO2)C1CC(=O)N(C2CCCCCC2)C1 (centres undefined)	0.0	-9.8	9.7	-3.5	-0.8	-0.2	0.3	-0.2	97.0	-10.6
COCCn1c(SCC(=O)Nc2cc(C)on2)nnc1-c1ccco1	0.8	7.9	13.8	8.6	1.1	0.7	0.0	0.9	96.0	.
Cc1ccc(S(=O)(=O)n2cc(-c3ccccc3)c3ccccc32)cc1	-17.7	-17.1	-12.7	-7.6	3.3	-1.4	4.2	-4.6	101.0	-4.5
O=C(CC1SC(N2CCCC2)=NC1=O)Nc1ccc(C(=O)NCCc2ccc(F)cc2)cc1 (centres undefined)	-1.2	-2.5	-1.6	1.4	-1.3	-1.8	4.5	0.3	92.0	-2.2
CCc1nc2ccc(C(=O)N3CCN(c4cccc(Cl)c4)CC3)cc2nc1CC	2.2	-5.1	-5.0	-2.8	2.7	3.1	16.2	7.3	97.0	-15.0
COc1ccc(CCNC(=O)CSc2nnc(Cc3csc(N)n3)n2C)cc1OC	-3.1	-6.8	4.3	2.3	-8.4	-0.1	-0.8	0.2	100.0	-0.6
O=C(CSc1nnnn1-c1ccc(C(=O)O)cc1)NC1CC1	-1.7	11.8	-0.9	7.2	1.4	-1.2	-1.6	5.8	98.0	-2.4
CC(CCc1ccccc1)NC(=O)Cc1ccc([N+](=O)[O-])cc1 (centres undefined)	1.9	-0.3	-0.6	-1.5	1.1	-2.5	-4.6	-6.2	99.0	-17.4
O=C(NNC(=O)c1ccc([N+](=O)[O-])cc1)c1ccc(F)cc1	-2.1	-5.3	16.4	-3.9	0.8	0.3	1.1	-0.9	103.0	-4.6
C=CCOc1ccc(C=NNc2ccc(S(=O)(=O)Nc3ccccc3C(=O)O)cc2[N+](=O)[O-])cc1OC	-2.5	27.7	-2.8	-0.2	0.5	-0.9	-0.1	-3.5	96.0	-7.2
CCCS(=O)(=O)N1CCN(C(=O)COc2ccc(OC)cc2)CC1	3.5	-1.6	1.5	1.5	-0.5	-1.3	-0.7	-5.1	95.0	-2.9
O=C(NC(=O)N1CCN(c2ccccc2F)CC1)c1ccccc1	-4.8	-4.3	-2.6	-0.7	0.4	0.3	-5.3	-2.3	93.0	-6.5
Cc1nc(NCc2ccccc2)c2cc[nH]c2n1	-7.8	-4.5	8.8	-5.2	2.1	-1.7	4.2	1.8	98.0	-17.4
COc1ccc(Cl)cc1NC(=O)CCc1nnc2ccc(N3CCN(C)CC3)nn12	2.6	-0.8	0.2	2.1	0.2	-0.8	0.0	6.6	97.0	-10.1
COc1ccc(/C(C#N)=C/c2c(-c3ccc(Cl)cc3)nc3c(C)cccn23)cc1	-13.5	-0.9	4.8	-1.7	-3.1	0.4	3.1	-2.7	97.0	.
CN(CC(=O)Nc1cccc2ccccc12)c1ccc(S(=O)(=O)N2CCOCC2)cn1	-13.8	-7.5	-10.1	5.8	-1.2	2.9	-0.5	3.9	98.0	-0.2
Cc1ccc(S(=O)(=O)N2CCC(C(=O)Nc3nnc(-c4ccc(F)cc4)s3)CC2)cc1	-2.5	5.1	4.0	1.0	0.0	-1.5	-2.2	-6.4	127.0	-5.0
Cc1ccc(NC(=S)NC(=O)c2ccc(-c3ccccc3)cc2)cc1	-24.0	10.9	7.7	9.4	0.7	8.8*	0.7	2.4	91.0	.
CCOC(=O)c1c(-c2ccc(-c3ccccc3)cc2)csc1NC(=O)CCC(=O)O	-2.0	-4.0	15.2	4.0	-1.4	-1.5	-9.7	-0.6	95.0	-4.9
CCC(C#CCN1CCCCC1)(CC)OCCC#N	7.6	-2.6	-3.7	4.5	1.0	1.4	-1.8	-0.5	101.0	.
Cc1cc(C(F)F)n2nc(C(=O)Nc3ccc(S(=O)(=O)N4CCCCCC4)cc3)nc2n1	18.6	-0.4	0.7	-1.1	-2.1	-0.4	-0.3	-15.8	99.0	-7.0
CCCCNC(=O)c1nc(-c2ccncc2)oc1-c1ccccc1	8.4	.	.	-2.5	0.3	.	-6.9	-2.6	95.0	.
O=C(CSc1nnc(CNC(=O)c2ccccc2)o1)NCC1CCCO1 (centres undefined)	-2.3	2.4	11.5	-1.3	0.5	2.5	-2.4	6.5	96.0	-6.0
O=c1c2c(nc3cc(-c4ccccc4)[nH]n13)CCS2	2.9	2.3	1.3	-1.7	-9.3	-0.6	-3.1	-16.5	113.0	-6.2

The list goes on:
SMILES	H9c2 protect	PDI turbidity	MC4R antagonist	m5-HT2A agonist	N-glyco inh	MC4R ag barr	Granule exo inh	ABHD5-PLIN5 inh	ABCB6 inh MLPCN	CaV13 FRET inh
Cc1cc(NC(=O)COC(=O)c2oc3c(ccc4ccccc43)c2C)no1	1.5	2.6	17.1	3.0	-0.2	18.1*	0.2	8.5	97.0	-13.6
O=C(OCC#CCSc1nnc(-c2cccc3ccccc23)o1)c1ccc(F)cc1	-1.3	0.7	7.4	13.3	0.3	-1.4	2.0	2.8	97.0	-5.6
CC(=O)Nc1ccc(SCC(=O)O)cc1	0.9	-3.6	-0.8	3.4	1.7	-1.9	2.4	1.8	104.0	-4.7
COc1ccc(OCCCc2c(C)n[nH]c2C)cc1	-14.1	1.4	0.1	-1.6	-1.8	-1.3	2.5	-5.5	98.0	.
COC1=CC(=NCl)C=CC1=NCl	-7.5	.	.	-1.6	5.7	.	5.7	-7.6	99.0	.
COCCN(CC(=O)Nc1cccc(C)c1)S(=O)(=O)c1ccc(S(=O)(=O)N2CCCC2)cc1	1.0	2.3	-4.3	-0.1	-0.1	2.3	-0.7	-5.2	97.0	.
O=C(/C=C/c1cccc(Cl)c1)Nc1ccncc1	-0.5	-1.5	9.5	-1.0	1.7	-1.9	7.8	3.1	103.0	-5.0
CC(C)n1c(O)c(N=NC(=O)Cn2ccc(C(F)(F)F)n2)c2ccccc21	6.1	13.6	2.4	1.9	3.6	-1.2	-1.2	2.5	99.0	-18.7
CCCc1cc(=O)oc2cc(OCC(=O)NCCCn3ccnc3)c(Cl)cc12	0.5	2.9	-2.2	-1.0	1.5	0.4	5.7	4.5	100.0	-1.7
COc1ccc(CCNC(=O)COC(=O)c2cc(S(=O)(=O)NCc3ccccc3)ccc2O)cc1OC	-4.2	-1.3	-3.1	-0.2	0.8	-0.7	-1.0	10.1	98.0	-14.3
O=C(Nc1ccc2c(c1)OCO2)C1CC(=O)N(CCc2ccccc2)C1 (centres undefined)	-3.7	5.5	-3.3	1.8	1.4	-1.8	-0.7	2.9	95.0	6.8
COc1ccc(C(C(=O)Nc2c(C)cccc2C)N2CCN(c3ccc(C)cc3)CC2)cc1 (centres undefined)	.	.	.	-4.5	.	.	3.4	-0.5	.	-2.9
CCOC(=O)c1ccccc1OC(=O)Oc1ccccc1C(=O)OCC	16.9	-6.0	-1.6	-0.5	-2.4	0.3	9.8	2.2	97.0	-5.5
CCC(C)NS(=O)(=O)c1ccc(S(=O)(=O)N2CCCC3(CCCCC3)C2)cc1 (centres undefined)	-23.2	3.3	1.1	-3.2	-5.1	1.9	5.4	-8.9	94.0	-6.2
CC(=O)Nc1ccc(S(=O)(=O)NCC(=O)OCC(=O)N2CCN(c3ccccc3)CC2)cc1	-0.8	10.6	8.5	3.1	-2.2	-0.2	-2.8	9.6	100.0	-4.8
Cc1ccc(NS(=O)(=O)c2cc([N+](=O)[O-])ccc2NNC(=S)Nc2cc(C)ccc2C)c(C)c1	-11.6	-13.0	20.4	1.4	-12.5	-1.0	-0.4	-32.3	123.0	-3.9
CCOc1cc(-c2cc(-c3ccc(N)cc3)nc(N)c2C#N)ccc1O	116.2*	-8.2	-0.1	-1.1	6.6	1.2	1.9	4.5	94.0	-3.4
Cc1cc(C)n2nc(SCC(=O)Nc3ccc(F)cc3[N+](=O)[O-])nc2n1	5.5	0.8	-0.2	2.9	0.0	-4.0	-0.8	2.2	95.0	-3.2
O=C(c1ccco1)N1CCN(c2nc3ccccc3n3nnnc23)CC1	37.5	-2.2	5.4	11.9	1.9	-0.3	56.5*	6.6	194.0	.
O=C(NC1CCCCCCC1)c1ccc(Br)cc1	-5.0	7.3	7.5	-4.0	-8.4	3.7	11.4	4.9	95.0	-19.8
CC(C)C[C@@H](CNCC(=O)[C@H](CC(C)C)NC(=O)c1[nH]cnc1C(=O)N[C@H](CN)CC(C)C)NC(=O)c1nc[nH]c1C(=O)N[C@@H](Cc1ccccc1)C(=O)O	8.9	1.2	6.2	-4.6	1.2	0.3	-0.7	-3.2	97.0	-6.8
CC(CCN1C(Nc2ccccc2)=NC[C@@H]1Cc1ccccc1)c1ccccc1 (some centres undefined)	-3.4	-0.9	10.7	-6.3	-1.3	1.5	0.4	-5.3	107.0	-5.5
CC(C)c1nnc(NC(=O)CSc2nc3ccccc3[nH]2)s1	4.1	16.7	6.2	-2.1	3.1	-1.4	-1.5	-1.9	101.0	3.7
CCCc1nnc(SCC(=O)Nc2ccc(NC(C)=O)cc2)n1-n1cccc1	4.1	-4.3	7.0	7.0	2.3	-1.9	1.9	-5.5	97.0	-16.4
Cc1nn(CC(=O)N2CC(=O)Nc3ccccc32)c(C)c1[N+](=O)[O-]	2.5	0.8	17.1	-1.9	-0.3	-1.2	-0.8	-5.8	100.0	-2.6

(cont.)
SMILES	H9c2 protect	PDI turbidity	MC4R antagonist	m5-HT2A agonist	N-glyco inh	MC4R ag barr	Granule exo inh	ABHD5-PLIN5 inh	ABCB6 inh MLPCN	CaV13 FRET inh
CCOc1cc(N2CCOCC2)c(OCC)cc1NC(=O)COC(=O)c1ccc(Cl)cc1N	-8.2	-1.5	9.9	0.1	6.7	0.1	-1.2	-2.0	86.0	-5.1
COCCn1nnnc1C(c1cccs1)N1CCN2CCCC2C1 (centres undefined)	8.6	5.5	13.3	-1.9	0.2	1.0	1.1	1.2	102.0	-2.9
CCN(CC)S(=O)(=O)c1ccc2c(c1)N(CC(=O)NCc1ccccn1)C(=O)CO2	-4.7	-0.1	23.5	0.3	0.3	-2.6	-0.3	-0.6	93.0	-2.7
COc1cccc(NC(=O)c2nn(C34CC5CC(CC(C5)C3)C4)cc2[N+](=O)[O-])c1	3.5	-2.0	5.0	2.1	-3.6	-0.2	-1.6	-2.6	104.0	.
O=C(c1cc(-c2ccc3c(c2)OCO3)on1)N1CCN(c2ccccc2)CC1	-10.7	1.6	10.1	-1.6	-4.2	0.0	-4.1	7.1	100.0	-3.9
COC(=O)c1c(-c2ccc(OC)cc2)sc2cc(OC)c(OC)cc12	-6.4	-2.6	-0.5	-8.1	1.9	-0.3	11.1	-3.2	97.0	-5.2
CCOC(=O)CNS(=O)(=O)c1ccc(S(=O)(=O)N2CCCC2)cc1	-1.6	1.4	0.0	1.6	-0.3	-1.1	1.7	0.2	100.0	-9.6
